Assay outcomes as filed in PubChem.
PI5P4K alpha inh: blocks human PI5P4K alpha kinase activity; P48426; PI5P4Kalpha enzyme, ADP-Glo luminescence, 60 min; active compounds read low; max response, %; hit rate 1.2% among 330,000; AID 652105; active means max response of -50% or lower; inconclusive means between -30% and -50%; inactive means -30% or higher; further: value at the top dose of about 77 µM; on the % scale 0 is the no-effect control and ±100 the full control effect
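Luminescence from ADP-Glo served as readout of PI5P4Kalpha activity in a qHTS format. Reaction: enzyme, substrate, compound, ATP at 5 microM final, 60 min at RT.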
EPAC1 antag: antagonists of human EPAC1. EPAC1 GEF assay, Rap1b-BODIPY-GDP exchange fluorescence. Potency, µM (top dose mostly 115 µM), inactives show at the top dose activity change, negative = inhibition, hits mostly inhibitors. hit rate 0.14% among 360,000;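 further: potency means the concentration at half of the fitted maximal effect; plate controls were vehicle for no effect and positive control for full effect; nearly all actives have a fitted effect of over 50% in size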
Target sequence (O95398 whole entry, looked up): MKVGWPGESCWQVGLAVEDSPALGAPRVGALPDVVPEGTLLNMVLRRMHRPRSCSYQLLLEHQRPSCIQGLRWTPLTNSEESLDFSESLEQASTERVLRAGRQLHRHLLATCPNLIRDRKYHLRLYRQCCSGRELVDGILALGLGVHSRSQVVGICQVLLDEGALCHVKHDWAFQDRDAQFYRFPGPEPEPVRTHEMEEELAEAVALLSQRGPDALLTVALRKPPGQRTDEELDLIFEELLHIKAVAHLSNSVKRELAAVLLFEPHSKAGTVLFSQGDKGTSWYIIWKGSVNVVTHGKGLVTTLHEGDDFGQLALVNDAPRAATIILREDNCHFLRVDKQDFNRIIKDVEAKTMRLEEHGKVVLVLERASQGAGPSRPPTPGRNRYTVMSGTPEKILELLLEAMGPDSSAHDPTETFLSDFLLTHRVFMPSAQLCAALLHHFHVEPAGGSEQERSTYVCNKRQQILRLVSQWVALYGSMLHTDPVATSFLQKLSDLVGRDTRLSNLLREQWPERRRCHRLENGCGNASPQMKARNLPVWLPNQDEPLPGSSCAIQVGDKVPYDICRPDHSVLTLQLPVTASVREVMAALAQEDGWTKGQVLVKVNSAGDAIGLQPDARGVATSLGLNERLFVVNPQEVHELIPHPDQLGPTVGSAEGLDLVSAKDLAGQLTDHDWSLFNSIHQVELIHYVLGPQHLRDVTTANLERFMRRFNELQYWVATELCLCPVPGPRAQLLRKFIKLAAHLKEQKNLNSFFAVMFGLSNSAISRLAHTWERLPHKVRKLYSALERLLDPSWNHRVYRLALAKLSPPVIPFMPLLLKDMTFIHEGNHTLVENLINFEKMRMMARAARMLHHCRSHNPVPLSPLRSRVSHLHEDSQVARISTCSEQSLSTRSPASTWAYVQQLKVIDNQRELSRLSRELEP
Abeta rescue: A-beta toxicity reversal in yeast; AID 1347071; yeast expressing A-beta42, growth rescue, OD600, 48 h; response scale: 0% DMSO, 100% iron-clioquinol control; Potency, µM (series often up to 46.1 µM), for inactives: at the highest dose growth rescue, hits mostly activators; hit rate 0.063% among 410,000; further: potency means the concentration at half of the fitted maximal effect; nearly all actives have a fitted effect of over 55% in size
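Yeast A-beta toxicity model in growth medium with pinned compounds, 48 h at 30 C; growth read as absorbance at 600 nm. Normalized to FeCl3/clioquinol equimolar mix (positive) and DMSO (negative).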
PLK1 PBD inh: PLK1 (human) polo-box domain binding inhibition | P53350 | Plk1 PBD binding of FITC phosphopeptide, fluorescence polarization | Potency, µM, inactives show max response, negative = inhibition, usual class: inhibitors | hit rate 2.8% among 360,000; further: potency means the concentration at half of the fitted maximal effect; series mostly up to about 57 µM; on the % scale 0 is the no-effect control and ±100 the full control effect; nearly all actives have a fitted effect of over 65% in size
aSyn rescue: inhibitors of alpha-synuclein toxicity in yeast; Yeast expressing alpha-synuclein, growth rescue, BacTiter-Glo, 24 h; Potency, µM (top dose mostly 46.1 µM), inactives show at the top dose growth rescue (activation), actives largely listed as activators; hit rate 0.14% among 370,000; AID 652106; further: potency means the concentration at half of the fitted maximal effect; % of control where 0% means no effect; nearly all actives have a fitted effect of over 65% in size
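Screening used galactose-induced yeast with toxic alpha-synuclein levels, exposed to compound for 24 hr at 30 deg C. Cell growth, read with BacTiter-Glo luminescence, gave the measured signal.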
IL2 activator: activators of IL-2 | activation, % (series mostly up to about 46 µM) | IL-2 activation reporter assay, cell-based qHTS; stimulated with anti-CD3/CD4/CD28 beads; in transgenic mouse T cells | hit rate 0.065% among 360,000; in the data active means activation above about 50%; inconclusive means mostly about 30% to 49%; further: 0% is about no effect
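Readout: EGFP and DsRed signals by fluorescent plate cytometry. Unstimulated transgenic mouse T cells received compound 60 min before antibody-bead stimulation, then incubated 18 h at 37 degrees C.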
WRN helicase inh: inhibitors of human WRN helicase. AID 651768. hit rate 0.46% among 360,000. WRN helicase unwinding, fluorescent forked duplex, kinetic. Q14191. Potency, µM (titrated, usually from 114 µM), for the others: at the top dose activity change, negative = inhibition, hits mostly inhibitors; further: potency means the concentration at half of the fitted maximal effect; on the % scale 0 is the no-effect control and ±100 the full control effect; nearly all actives have a fitted effect of over 55% in size
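WRN at 20 nM final was preincubated with compound for 15 min at room temperature; reaction started with 100 nM forked duplex oligonucleotide carrying fluorophore and quencher plus 2 mM ATP (final). Unwinding followed kinetically by red fluorescence (ex 525/em 598 nm).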
EPAC1 ag: activates human EPAC1 exchange factor; O95398; EPAC1 agonist qHTS, biochemical assay; response scale: 100% = response to 6.5 mM cAMP; Potency, µM (titrated, usually from 154 µM), inactives show top-dose activation, most hits filed as activators; hit rate 0.073% among 360,000; AID 720707; further: potency means the concentration at half of the fitted maximal effect; nearly all actives have a fitted effect of over 60% in size
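EPAC1 100 nM, Rap1B–BODIPY-GDP 250 nM, unlabeled GDP 50 uM; compound titration; 5 min RT; kinetic read ex480/em540 at 5-min intervals ×30 min; data normalized to 6.5 mM cAMP agonist control.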
FUS suppressor: suppressors of FUS proteinopathy in yeast. S. cerevisiae FUS-expressing, growth rescue, OD600, 24 h. Potency, µM (doses to about 76.6 µM), without a hit: at the top dose growth rescue (activation), actives largely listed as activators. hit rate 0.24% among 390,000. AID 1347120;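 further: potency means the concentration at half of the fitted maximal effect; plate controls were DMSO vehicle for no effect and reference control for full effect; nearly all actives have a fitted effect of over 55% in size; some results filed as inactive show a strong effect at the top dose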
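Yeast FUS proteinopathy model; galactose-induced FUS (2%), starting OD 0.005. Cpds in dilution series, 24hr, 30C, 99% humidity. Abs 600 nm growth. Pos ctrl CP55940 (top 92uM final); neg ctrl DMSO.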
Numbers without * were called inactive; ? = inconclusive; . = not tested or not shown; & = joins results of further samples; [ ] = another dose, or the depositor's remark. Unless noted, the call rests on the fitted dose curve; in most records, active means well fitted curve in the direction sought with a large enough effect; inconclusive means small, poorly fitted or top-dose-only effect, or another doubt; inactive means no such curve, though single readings can be large; an effect the other way counts as inactive or inconclusive.

SMILES	PI5P4K alpha inh	EPAC1 antag	Abeta rescue	PLK1 PBD inh	aSyn rescue	IL2 activator	WRN helicase inh	EPAC1 ag	FUS suppressor
COc1ccnc2c1c(=O)n(Cc1ccc(F)cc1)c(=O)n2C	-2	-3%	-8%	1%	-14%	0.5	-6%[57.1 µM]	-5%	13%
COC(=O)c1ccc(C)c(NC(=O)Cn2c(C)csc2=O)c1	-2	-1%	-3%	0%	-1%	3.7	4%	11%	8%
O=C1NN=C(c2ccccc2)CC1c1c[nH]c2ccccc12 (stereo not given)	-3	8%	14%	4%	?	-3.7	1%	-6%	-13%
Cc1ccc(C2/C(=C(\O)c3c(C)nc4c(C)cccn34)C(=O)C(=O)N2CCN(C)C)o1 (stereo not given)	9	1%	4%	-7%	2%	-0.4	-3%	17%	-3%
CC(=O)c1ccc(S(=O)(=O)NC2CCCCCCC2)cc1	?	-12%	2%	-5%	8%	0.9	-10%	0%	22%
COc1cc(C(=O)N/N=C\c2ccccc2)c([N+](=O)[O-])c(OC)c1OC	-3	-11%	-1%	0%	3%	-0.2	-7%	-7%	19%
Cc1cc(C(=O)COC(=O)c2ccc(O)cc2)c(C)n1CC1COc2ccccc2O1 (stereo not given)	4	?	?	-5%	10%	-0.2	-23%	18%	.
CCCNC(=O)C1CC(c2ccccc2C(F)(F)F)=NO1 (stereo not given)	-3	-2%	-3%	-4%	0%	-0.4	8%	-11%	-7%
COc1ccc(CSc2ccc(S(=O)(=O)N3CCCC3)cn2)cc1F	-3	3%	-2%	-2%	?	-3.8	4%	-6%	-13%
COc1ccccc1-c1nnc(SCC(=O)NC2CC2)n1C	2	5%	-14%	-13%	-6%	-2.8	-23%	4%	.
O=[N+]([O-])c1cccc(N/N=C/c2cc([N+](=O)[O-])ccc2O)c1	8	?	-2%	-9%	2%	-0.3	-24%	4%	34%
O=C(c1ccco1)N1CCN(c2nc3ccsc3c(=O)s2)CC1	-10	-11%	-14%	-22%	6%	-1.6	-15%	1%	12%
CC(NC(=O)c1cccc(N(C)C)c1)c1ccc(-n2ccnc2)cc1 (stereo not given)	3	-11%	-18%	-8%	1%	-0.4	-15%	-30%	14%
O=C(c1ccc(Cl)c(S(=O)(=O)N2CCCC2)c1)N1CCN(c2ccc(F)cc2)CC1	-10	-11%	2%	-12%	6%	0.1	-8%	-5%	35%
Cc1nc(NC(=O)c2ccccc2)sc1C1(C)CC(c2c(Cl)cccc2Cl)=NO1 (stereo not given)	-1	-3%	13%	-8%	-3%	-0.1	-10%	-4%	23%
N/C(=N\OC(=O)c1ccccc1Cl)c1cccnc1	4	-25%	-10%	-7%	-8%	0.0	-5%	14%	6%
COc1ccccc1NC(=S)NNC(=O)c1cc(C)n(C)n1	1	-3%	9%	-3%	-6%	-1.7	-9%	2%	-9%
Cc1ccc(-c2csc3nc(CN(C)Cc4ccccc4)[nH]c(=O)c23)cc1	-6	-2%	14%	1%	-6%	-3.0	-7%	-7%	48%
CCOC(=O)c1[nH]c(C)c(C(=O)OCC(=O)N(CC)C2CCS(=O)(=O)C2)c1C (stereo not given)	-10	-18%	-14%	-3%	-2%	-0.2	-25%	5%	-14%
CC(C)CN1C(=O)CN(S(C)(=O)=O)CC1(C)C(=O)Nc1ccc2c(c1)OCCO2 (stereo not given)	1	-16%	-21%	-21%	1%	1.0	3%	-8%	0%
CC1=C(C(=O)N(C(C)C)C(C)C)CC(CC(=O)NCCCCc2ccccc2)C(=O)N1CCCN1CCCC1=O (stereo not given)	4	-14%	6%	-11%	-2%	0.1	-1%	-10%	13%
N#Cc1cc([N+](=O)[O-])ccc1NC(=O)COC(=O)CN1C(=O)C2CCCCC2C1=O (stereo not given)	4	1%	1%	1%	-5%	-3.5	1%	6%	.
COc1cccc(CNc2nc3cc(-c4ccc(F)cc4)sc3c(=O)n2C)c1	0	1%	28%	-4%	8%	0.5	2%	4%	-11%
COc1ccc(C(=O)NCc2ccc(C(=O)NCC(OC)OC)cc2)cc1OC	2	5%	0%	0%	-6%	-2.9	1%	-1%	3%
NC(=S)NC(=O)c1ccccc1	-2	8%	-18%	?	-1%	1.4	16%	10%	-16%
CCCOc1ccc(N2C(=O)CC(N(C(=O)c3ccco3)c3ccc(OCCC)cc3)C2=O)cc1 (stereo not given)	.	1%	12%	-10%	7%	-1.1	-3%	5%	22%
O=C(Nc1ccc(O)cc1)/C(=C\c1cccs1)NC(=O)c1ccccc1	-5	-2%	10%	-13%	2%	-2.3	-5%	4%	.
C(=N/Nc1nc(-c2ccccc2)cc(-c2ccccc2)n1)/c1cccnc1	-6	-10%	-20%	-4%	8%	-0.2	8%	-5%	.
CS(=O)(=O)N(CC(=O)NC1CC1)c1cccc(F)c1	-7	7%	8%	-6%	-4%	-1.6	-23%[57.1 µM]	-2%	-24%
COC(=O)C1CCN(C(=O)COC(=O)c2cc(-c3cccs3)nn2-c2ccccc2)CC1	-6	-12%	5%	0%	9%	-4.1	0%	6%	25%

Whole records, quoted from the list. Order of values: PI5P4K alpha inh, EPAC1 antag, Abeta rescue, PLK1 PBD inh, aSyn rescue, IL2 activator, WRN helicase inh, EPAC1 ag, FUS suppressor
CCOC(=O)c1[nH]c(C)c(C(=O)OCC(=O)N(CC)C2CCS(=O)(=O)C2)c1C (stereo not given) across the screens: -10, -18%, -14%, -3%, -2%, -0.2, -25%, 5%, -14%
COc1ccc(C(=O)NCc2ccc(C(=O)NCC(OC)OC)cc2)cc1OC across the screens: 2, 5%, 0%, 0%, -6%, -2.9, 1%, -1%, 3%
O=C(Nc1ccc(O)cc1)/C(=C\c1cccs1)NC(=O)c1ccccc1 across the screens: -5, -2%, 10%, -13%, 2%, -2.3, -5%, 4%, .

Other compounds:
SMILES	PI5P4K alpha inh	EPAC1 antag	Abeta rescue	PLK1 PBD inh	aSyn rescue	IL2 activator	WRN helicase inh	EPAC1 ag	FUS suppressor
Cc1cc(C(=O)CS(=O)(=O)c2ccc(Cl)cc2)cc(C)c1O	-2	11%	-8%	-14%	15%	-0.3	-3%	13%	-8%
COc1cccc(C(=O)Nc2cccc(-c3nnc(-c4ccccc4)o3)c2)c1	-2	17%	14%	-14%	2%	-5.6	-3%	-4%	-7%
CC(=O)Cn1c(CN2CCCC2)nc2ccccc2c1=O	0	-4%	-6%	-18%	6%	1.1	3%	2%	-1%
C=CCOc1ccc(/C=C/C(=O)OCC(=O)NCC(=O)Nc2c(C)cc(C)cc2C)cc1	-1	-10%	-1%	-10%	-4%	0.1	10%	11%	7%
CCOC(=O)/C(C#N)=c1/s/c(=C2\C=Cc3ccccc3N2CC)c(=O)n1CC	0	-10%	0%	-9%	0%	-4.5	-22%	-6%	.
CC1=C(C)C(=O)C(N2CCOCC2)=CC1=O	3	-5%	1%	-12%	-8%	-0.4	0%	2%	1%
N#CCC(=O)Nc1ccc(C(=O)OCC(=O)Nc2ccccc2Sc2ccccc2)cc1	-8	1%	6%	11%	3%	3.2	-11%	15%	37%
COc1ccc(NC(=O)c2cc(C3CCCCN3C(=O)OCc3ccccc3)on2)c(C)c1 (stereo not given)	5	-12%	12%	-7%	0%	-0.8	-10%	3%	26%
CC1(C(=O)NS(=O)(=O)Cc2ccccc2C(F)(F)F)CCN1C(=O)c1ccccc1 (stereo not given)	0	26%	-10%	-2%	-7%	0.8	0%[57.1 µM]	-11%	-8%
COc1ccc(NC(=O)C(=O)Nc2cccc3ccccc23)c(OC)c1	19	0%	12%	-11%	-7%	-0.1	-1%	8%	-5%
CCCC1S/C(=N/N=C/c2ccc(OC)cc2)N(Cc2ccccc2)C1=O (stereo not given)	6	-27%	6%	-25%	0%	-0.6	-7%	0%	7%
COc1ccc(NC(=O)c2sccc2SCc2cccc(C(F)(F)F)c2)cc1	.	-15%	8%	-4%	3%	-2.5	-8%	7%	19%
Cc1ccc2nc(N3CCN(c4ccccc4F)CC3)c(C=O)c(=O)n2c1	2	-16%	-23%	-11%	1%	-0.3	-2%	12%	-7%
O=C(CN1CCN(c2ccc(Cl)cc2)CC1)Nc1cccc(F)c1	12	?	21%	-12%	1%	0.1	?	5%	-16%
O=C1CN(N=Cc2ccco2)C(=O)N1	-1	6%	0%	4%	-10%	-0.1	0%	1%	-9%
Cc1csc(NC(=O)C2CCCN2C(=O)Oc2ccccc2)n1 (stereo not given)	0	-7%	16%	-11%	-3%	-1.9	2%	5%	6%
Cc1ccc(NS(=O)(=O)c2cccc(C(=O)NCC(c3cccs3)N3CCOCC3)c2)cc1 (stereo not given)	-3	-25%	-17%	-1%	1%	0.0	3%	-1%	8%
Cc1cc(NC(=O)COC(=O)C2COc3ccccc3O2)no1 (stereo not given)	-7	-12%	23%	-5%	3%	0.2	-19%	10%	-1%
CCCC12CN(C(=O)c3ccc(OC)cc3)CC(C)(CN(C(=O)c3ccc(OC)cc3)C1)C2=O	-6	0%	19%	-24%	6%	0.9	11%	-2%	-11%
CC(C)Cc1nnc(NC(=O)c2cc(-c3ccncc3)nc3ccccc23)s1	-1	-8%	-8%	-14%	6%	-5.4	-8%	-33%[inhibitor]	?
O=C(N/N=C/c1cccnc1)c1cccc(F)c1	-4	-7%	3%	-7%	10%	-0.4	4%	0%	-7%
CC(=O)Nc1cccc(C(=O)N(CCc2ccccc2)Cc2ccccc2)c1	13	-5%	6%	-8%	-1%	-4.1	-31%	8%	34%
CCCc1nnc(NC(=O)c2nc(S(=O)(=O)Cc3ccc(C)cc3)ncc2Cl)s1	-4	10%	-37%&-33%[inhibitor]	-21%	17%	-3.9	34%	-1%	27%&30%
c1ccc(CCn2nnc3ccccc32)cc1	-3	7%	-2%	21µM*	7%	-0.7	4%	-11%	-21%
CN(C(=O)c1ccc(Br)o1)C1CCCCC1	-2	18%	12%	-2%	3%	-1.2	-2%	7%	-10%
Cc1nn(Cc2ccccc2)c(C)c1C(=O)OCC(=O)c1cc(C)n(CC(F)(F)F)c1C	9	-15%	3%	-6%	-2%	-0.9	-8%	8%	?
COc1cc(NC(=O)CN2CCC(Cc3ccccc3)CC2)c(C)cc1[N+](=O)[O-]	-4	3%	6%	-5%	-3%	-1.0	-11%	-5%	-9%
